CHRM1 agonist = agonists of human M1 muscarinic receptor; hit rate 0.33% among 360,000; CHO-K1 hM1, Fluo-8 calcium fluorescence, agonist mode; 0% DMSO, 100% acetylcholine EC100; P11229; activation, % at 3 µM; AID 588814;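 active = activation above the run's mean compound activation plus 3 SD, cut at about 16% in these data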;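 note: peak over basal fluorescence ratio within a 140 s kinetic read after compound addition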
TAAR1 ag = human TAAR1 agonism | Q96RJ0 | CHO RD-HGA16 TAAR1, Fluo-8 calcium fluorescence; vehicle wells 0%, saturating PEA agonist 100% | activation, % at 3 µM | hit rate 0.99% among 360,000 | AID 624467;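 active = activation above the mean activation of all test compounds in the run plus 3 SD, cut at about 38% in these data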
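Assay system: CHO-derived RD-HGA16 cells with stable Gα16 and human TAAR1; timing: 17-24 h seeding, 75 min 37 °C dye, 30 min RT; read-out: % activation from peak over basal fluorescence ratio, DMSO-to-PEA scaled; measured by: kinetic Fluo-8 calcium fluorescence; benchmarks: low control DMSO, high control PEA (EC100); doses: 3 µM single concentration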
TAAR1 antagonist = antagonists of human TAAR1; Q96RJ0; CHO RD-HGA16 TAAR1, Fluo-8 calcium fluorescence, antagonist; inhibition, % at 3 µM; hit rate 1.5% among 360,000; AID 624466;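 active = inhibition above a per-plate cutoff, the mean inhibition of test compounds on that plate plus 3 SD, cut at about 49% in these data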;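 note: 0% = DMSO plus EC80 beta-PEA response and 100% = DMSO alone without agonist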
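Material: RD-HGA16 CHO cells with stable hTAAR1 and Gα16; Dosing: single nominal final test compound concentration of 3 µM; Schedule: seeding 17-24 h prior, 75-min 37 °C, 30-min RT dye loading; Detection: kinetic Fluo-8 calcium fluorescence measurement; Measure: % inhibition from peak post-agonist over basal fluorescence ratio; Benchmarks: vehicle and agonist controls.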
V1R ag counter = counter-screen for oxytocin receptor agonists: human V1a receptor agonists | P37288 | CHO-V1R cells, Fluo-8 calcium fluorescence, agonist mode; 0% DMSO, 100% 3 nM vasopressin | activation, % at 3 µM | hit rate 0.25% among 320,000 | AID 2797;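 active = activation above the mean activation of all tested compounds plus 3 SD, per screening run, cut at about 20% in these data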;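 note: signal is peak over basal fluorescence ratio across a 100 second FLIPR read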
Target sequence (P37288 whole entry, looked up): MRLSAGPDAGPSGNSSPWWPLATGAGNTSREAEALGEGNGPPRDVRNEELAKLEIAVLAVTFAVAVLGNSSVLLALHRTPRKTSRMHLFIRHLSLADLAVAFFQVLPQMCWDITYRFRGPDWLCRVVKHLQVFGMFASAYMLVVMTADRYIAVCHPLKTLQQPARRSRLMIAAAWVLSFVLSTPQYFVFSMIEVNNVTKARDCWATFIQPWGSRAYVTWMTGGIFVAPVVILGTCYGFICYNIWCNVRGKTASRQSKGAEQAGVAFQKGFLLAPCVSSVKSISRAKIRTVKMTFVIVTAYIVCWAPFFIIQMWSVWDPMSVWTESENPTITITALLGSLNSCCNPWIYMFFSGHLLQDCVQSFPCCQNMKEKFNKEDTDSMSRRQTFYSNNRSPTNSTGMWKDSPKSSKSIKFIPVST
CHO parental Ca = counter-screen: ATP calcium response change in parental CHO cells; parental CHO-K1, ATP-induced calcium, Fluo-8 fluorescence; inhibition, % at 5.6 µM; AID 463079; hit rate 0.63% among 330,000;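 active = inhibition above that plate's mean sample inhibition plus 3 SD, cut at about 26% in these data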;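 note: 0% = ATP-challenged DMSO wells and 100% = DMSO wells without ATP; some compounds past the cut are filed as inactive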
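Test system: untransfected parental CHO cell line. Compound: one dose, 5.6 µM nominal. Detection: intracellular calcium via Fluo-8 no-wash fluorescent dye. Measure: % inhibition. Benchmarks: ATP-challenged DMSO wells low, unchallenged DMSO wells high.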
OXTR ag = activates the human oxytocin receptor. P30559. CHO-OTR cells, Fluo-8 calcium fluorescence; normalized: DMSO 0%, oxytocin 100%. activation, % at 3 µM. hit rate 0.32% among 320,000. AID 2435;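 active = activation above the mean of all tested compounds plus 3 SD, cutoff set per screening run, cut at about 20% in these data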;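 note: peak over basal fluorescence ratio from a 100 s FLIPR kinetic read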
Target sequence (P30559 whole entry, looked up): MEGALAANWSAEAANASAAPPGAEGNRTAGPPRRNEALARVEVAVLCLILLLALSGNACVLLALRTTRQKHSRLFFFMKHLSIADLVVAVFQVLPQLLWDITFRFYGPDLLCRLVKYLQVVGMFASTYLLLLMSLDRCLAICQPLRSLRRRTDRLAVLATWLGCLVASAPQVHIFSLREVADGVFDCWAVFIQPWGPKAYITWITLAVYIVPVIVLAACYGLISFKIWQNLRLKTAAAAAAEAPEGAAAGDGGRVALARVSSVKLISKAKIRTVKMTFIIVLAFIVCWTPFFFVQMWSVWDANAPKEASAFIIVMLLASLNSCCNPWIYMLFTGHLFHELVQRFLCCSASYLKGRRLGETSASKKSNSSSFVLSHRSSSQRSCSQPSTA
CHRM1 PAM = potentiates human M1 receptor response to acetylcholine; hit rate 0.088% among 360,000; activation, % at 3 µM; CHO-K1 hM1, Fluo-8 calcium fluorescence, ACh EC20; 0% = ACh EC20, 100% = maximal ACh; P11229; in the data active = activation above about 19%, passing the limit was not always enough
OXTR potentiate = potentiates the human oxytocin receptor response. P30559. CHO-OTR cells, Fluo-8 calcium fluorescence, potentiator mode; 0% = oxytocin EC15, 100% = EC100. activation, % at 3 µM. hit rate 0.061% among 320,000. AID 2445;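 active = activation above that plate's cutoff, the mean activation of tested compounds plus 3 SD, cut at about 6.6% in these data, passing the limit was not always enough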;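 note: 100% uses oxytocin at 75 nM as the full agonist control; some results filed as inactive read as strong as hits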
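Assay system: CHO-OTR cells, human receptor / Also added: oxytocin at about EC15, sub-maximal agonist stimulus / Dosing: single dose, 3.0 µM nominal final compound concentration / Incubation: 6 min pre-incubation, 100 s read / Technique: Fluo-8 calcium dye fluorescence / Read-out: % activation vs EC15 and EC100 oxytocin / Benchmarks: EC15 oxytocin low, 75 nM oxytocin high / Replicates: singlicate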
CHRM1 antagonist = human CHRM1 antagonism. AID 588852. CHO-K1 hM1, Fluo-8 calcium fluorescence, ACh EC80 antagonist. hit rate 1.3% among 360,000. inhibition, % at 3 µM;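 active = percent inhibition above its own plate's cutoff, namely the mean of that plate's compound wells plus 3 SD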;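 note: peak over basal fluorescence ratio during 140 s after agonist addition; 0% = ACh EC80 plus DMSO and 100% = DMSO alone without agonist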
Active calls of the source: *; . = no result given. Outcome played no part in choosing rows; any-hit rate near 3.7%.

Every second line gives: CHRM1 agonist, TAAR1 ag, TAAR1 antagonist, V1R ag counter, CHO parental Ca, OXTR ag, CHRM1 PAM, OXTR potentiate, CHRM1 antagonist
O=C(NNC(=O)c1ccccc1O)c1cccc(Br)c1
→ 2, 1, 13, -0.8, 2, 1.3, 10, -16, -8
CCOC(=O)C1CCCN(c2ccc(NC(=O)c3snc4c(=O)[nH]c(C)nc34)cc2)C1 (configuration not stated)
→ -5, 8, -7, -0.4, 0, -0.7, 0, -4, 0
CCc1nc2ccccc2n(CC)c1=O
→ -3, -1, -11, 0.1, 2, 0.4, 6, -10, -6
C#CCOCCOCCOCCNc1nc(N2CCN(C(=O)CCCCCCCCCCNC(=O)[C@@H](CCSC)n3cc(CCO)nn3)CC2)nc(N2CCN(C(=O)CCCCCCCCCCNC(=O)[C@@H]([C@H](C)O)n3cc(C)nn3)CC2)n1
→ -1, 2, 35, 1.2, 6, 2.0, -4, -9, 16
Cc1cc(Cl)ccc1OCCCC(=O)NO
→ -4, 6, -5, 0.0, -6, 1.1, 8, 4, -8
COc1cc(NC(=O)CN2C(=O)NC(c3ccccc3)(c3ccccc3)C2=O)cc(OC)c1
→ -2, 3, 11, 3.1, -16, 3.5, 9, -12, -5
COc1ccc(Oc2c(OC)cc(NCc3ccc(CN)cc3)c3ncccc23)cc1
→ -4, 3, -13, ., ., ., -4, ., 8
CN(C)c1ccc(/C=C(\C#N)C(=O)NCc2ccco2)cc1
→ ., ., ., 4.8, 5, 1.8, ., -15, .
Cc1c(C(=O)N(C)c2ccccc2)oc2c1C(O)CC(C)(C)C2 (configuration not stated)
→ -3, 1, -13, 0.0, -5, -0.9, 2, -6, 2
Cc1ccc(NC(NC(=O)c2ccccc2[N+](=O)[O-])C(Cl)(Cl)Cl)cc1 (configuration not stated)
→ -7, -2, 9, 0.1, -13, -0.5, 4, -4, 1
Cc1ccc(C)c(NC(=O)C2CCCN(S(=O)(=O)c3cccnc3)C2)c1 (configuration not stated)
→ 1, 1, -8, 0.7, -10, 0.1, 14, -12, 1
CC(OC(=O)c1ncc(Cl)c(Cl)c1Cl)C(=O)NC1(C#N)CCCCC1 (configuration not stated)
→ -7, 0, -6, -0.8, -16, -1.6, -5, -7, 3
CCOC(=O)C1=NOC(CNC(=O)C2=NOC(CNC(=O)c3c(-c4ccccc4Cl)noc3C)C2)C1 (configuration not stated)
→ -1, 3, -18, 0.6, -15, -0.1, 8, -2, -11
Cc1ccc(NC(=O)C2CCCN(S(=O)(=O)c3cnc[nH]3)C2)cc1C (configuration not stated)
→ -3, 3, 4, 0.7, -3, 0.6, 2, -1, -4
O=C(NCc1ccc(Cl)cc1)c1csc(-c2cccnc2)n1
→ -3, 0, 0, 0.3, -11, -0.1, 8, -14, -7
CC(C)(C)NC(=S)NNC(=O)[C@H]1C[C@@H]1c1ccccc1
→ -3, 0, -3, 0.1, 7, 0.1, 2, -2, 11
Cc1cc(C)n2nc(C(=O)N/N=C/c3cccs3)nc2n1
→ -3, 0, -7, 0.7, -3, 1.0, 12, 2, -19
COCCn1c(C)cc(C2=NNC(=NC(C)(C)C)SC2)c1C
→ -2, -1, 7, -0.8, -12, -0.5, 8, -9, -9
CCCc1nc(SCC(=O)Nc2cc(C)on2)c2c(=O)n(C)c(=O)n(C)c2n1
→ -3, 1, 9, 0.1, -16, -0.2, 2, -2, -1
Cc1ccc(C(=O)N[C@H](C(=O)Nc2sccc2C(N)=O)C(C)C)cc1
→ -2, 4, -19, 1.5, -13, 1.7, 1, -3, 2
CCN(CC(=O)NCc1ccc(F)cc1)S(=O)(=O)c1ccc(Cl)s1
→ -7, 3, 4, 0.3, -20, -0.9, 3, -9, -5
Cc1cccc(C(=O)NCC(=O)NCC(c2ccco2)N2CCCCC2)c1 (configuration not stated)
→ -7, 1, -27, -0.6, -14, -1.1, 0, -9, -4
O=C(CCN1C(=O)S/C(=C\c2ccccc2)C1=O)NCCCn1ccnc1
→ -3, 1, -5, 3.3, -9, 2.7, -12, -5, 30
COc1cc(C(C)=O)ccc1OC(=O)CN1C(=O)c2ccccc2C1=O
→ 4, 2, 11, ., ., ., 7, ., 3
Cc1ccc(CS(=O)(=O)c2nsc(C)c2C#N)cc1
→ -10, 5, -14, 0.8, -4, -0.5, 5, -4, -5
COc1cc(C(=O)COC(=O)c2ccc3c(c2)OCCO3)cc(OC)c1OC
→ 3, 9, -1, ., ., ., 8, ., -9
Cc1cc2nc(N3C(=O)CNC3=S)sc2cc1C
→ 2, 6, 25, 0.3, 26, 0.0, 6, -6, 0
O=C(CN1CCN(c2ccccc2)CC1)c1ccc2cc[nH]c2c1
→ 7, 6, 16, 2.1, -3, 0.4, 9, -6, -14
Cc1nnc(SCC(=O)NCc2ccco2)[nH]c1=O
→ 0, 6, -9, 0.5, -12, 1.3, 8, -12, -10
Cn1cc(/C=C(\NC(=O)c2ccccc2Cl)C(=O)NCCCN2CCOCC2)c2ccccc21
→ -6, 1, -6, 1.2, -16, 0.6, 4, -7, -15

Other results.
SMILES | CHRM1 agonist | TAAR1 ag | TAAR1 antagonist | V1R ag counter | CHO parental Ca | OXTR ag | CHRM1 PAM | OXTR potentiate | CHRM1 antagonist
Nn1c(SCc2ccc(Br)cc2)nnc1-c1ccccn1 | -2 | 8 | 7 | -0.5 | 9 | -1.7 | 6 | -20 | 3
CN1CCN(C(=O)C2CC(c3ccc(F)cc3)=NO2)CC1 (configuration not stated) | -3 | 0 | -19 | 0.6 | 0 | 1.8 | 2 | 3 | -7
COc1cc(OC)cc(C(=O)NNC(=O)CCC(=O)c2cc(C)sc2C)c1 | 0 | -1 | -10 | 0.5 | -21 | 1.1 | 10 | 2 | -11
Cc1nn(C)c(C)c1S(=O)(=O)N(CC(=O)NCCCN1CC(C)CC(C)C1)c1ccc(C(C)C)cc1 (configuration not stated) | -14 | 0 | -7 | 0.1 | -6 | -0.5 | -25 | -4 | 11
COc1cc(/C=C/c2cc[n+](C)cc2)ccc1OCC(=O)Nc1ccc(Cl)c(Cl)c1 | -14 | 0 | -3 | 0.2 | -14 | 0.2 | -27 | -12 | 25
CCOc1ccc(-c2nnn(CC(=O)NCc3ccccc3)n2)cc1 | -4 | 2 | -3 | 1.1 | -10 | 0.4 | -1 | 1 | -3
COc1ccc(Cl)cc1NC(=O)C(C)N1CCc2ccccc21 (configuration not stated) | -5 | 14 | 11 | -1.9 | 4 | -1.8 | -1 | -18 | 4
CC(=O)Nc1ccccc1NC(=O)C/C(C)=N/NC(=O)c1cccnc1 | -2 | 0 | -13 | -0.1 | 1 | 0.4 | 3 | -5 | -11
COc1ccccc1CNC(=O)COC(=O)Cc1ccc(Br)cc1 | -3 | 0 | -7 | -0.1 | -20 | -1.8 | 5 | -5 | -9
CCC1CCCCN1S(=O)(=O)c1ccc2[nH]c(=O)ccc2c1 (configuration not stated) | -2 | 5 | -10 | -0.4 | -4 | -1.4 | -1 | -9 | -10
Cc1cc(NC(=O)COC(=O)C(Cc2ccccc2)NC(=O)c2ccco2)no1 (configuration not stated) | -2 | 2 | -9 | 0.1 | -4 | -1.4 | 4 | -10 | -28
CCN(CC)S(=O)(=O)c1ccc(N2CCOCC2)c(NC(=O)c2nn(C(C)C)c(=O)c3ccccc23)c1 | -4 | 5 | 37 | . | . | . | 1 | . | -3
OC(c1ccccc1)c1nc(-c2cc3ccccc3o2)cs1 (configuration not stated) | 1 | 8 | 0 | . | . | . | -2 | . | -2
O=C(Cn1nc(Cl)nc1Cl)c1ccc(F)cc1 | -1 | 1 | 4 | 0.3 | 0 | -0.1 | 14 | -8 | -28
C[C@@H]1CCCCO[C@@H](CN(C)Cc2ccc(Cl)c(Cl)c2)[C@@H](C)CN([C@H](C)CO)C(=O)c2cc(NC(=O)CCC(F)(F)F)ccc2O1 | -8 | 1 | -15 | . | . | . | 11 | . | -21

Sorted by length of the SMILES (ascending): part of the list above.
SMILES | CHRM1 agonist | TAAR1 ag | TAAR1 antagonist | V1R ag counter | CHO parental Ca | OXTR ag | CHRM1 PAM | OXTR potentiate | CHRM1 antagonist
O=C(NCc1ccc(Cl)cc1)c1csc(-c2cccnc2)n1 | -3 | 0 | 0 | 0.3 | -11 | -0.1 | 8 | -14 | -7
CN(C)c1ccc(/C=C(\C#N)C(=O)NCc2ccco2)cc1 | . | . | . | 4.8 | 5 | 1.8 | . | -15 | .
Cc1ccc(NC(NC(=O)c2ccccc2[N+](=O)[O-])C(Cl)(Cl)Cl)cc1 (configuration not stated) | -7 | -2 | 9 | 0.1 | -13 | -0.5 | 4 | -4 | 1

(listing goes on)
SMILES | CHRM1 agonist | TAAR1 ag | TAAR1 antagonist | V1R ag counter | CHO parental Ca | OXTR ag | CHRM1 PAM | OXTR potentiate | CHRM1 antagonist
CCN(CC)C(=O)c1sc(N)c(C#N)c1C | -1 | 7 | -1 | 0.9 | 3 | -0.2 | -4 | 4 | 14
Cc1nn(CC(=O)N2CCc3ccccc32)c(C)c1S(=O)(=O)NC(C)(C)C | -6 | -1 | -9 | 0.7 | -16 | 0.0 | 4 | 2 | -13
O=C(COc1cc2oc(=O)c3c(c2cc1Cl)CCC3)NCCCn1ccnc1 | -5 | 0 | -1 | 0.6 | -18 | -0.1 | 6 | 1 | -5
COc1ccc2oc(-c3ccccc3)c(C(=O)N3CCOCC3)c2c1 | -1 | 12 | 24 | -0.3 | -25 | -2.0 | -8 | -8 | -1
O=C(Cn1cc2c(n1)CCCC2)NCc1cccs1 | -3 | 0 | 5 | 0.4 | 6 | 0.1 | 4 | -3 | -10
COc1ccccc1C(=O)N1CCN(c2ccc(N3CCOCC3)nn2)CC1 | -3 | 3 | -5 | 0.0 | 0 | -0.2 | 17 | -8 | -17
Cn1c(=O)oc2cc(S(=O)(=O)NCCN3CCN(c4ccccc4)CC3)ccc21 | -3 | 3 | -15 | 0.7 | -11 | 1.5 | 0 | -4 | -12
Clc1ccc2nc(C(Cl)(Cl)Cl)[nH]c2c1 | -2 | 1 | 4 | . | . | . | -9 | . | 14
CC1=CC2=NC(=O)CC(C)(C(=O)N(CC(=O)NC3CCCC3)c3cc(C)cc(C)c3)N2C=C1 (configuration not stated) | -4 | 7 | -13 | 6.8 | -3 | 0.3 | 7 | -7 | -15
O=C(CSc1nnc(-c2ccncc2)n1Cc1ccco1)c1ccc(Cl)cc1 | 2 | -1 | -6 | 5.5 | -14 | 2.3 | 4 | -25 | -1
N#CCNC(=O)C1c2ccccc2Oc2ccccc21 | -5 | 2 | -29 | 2.4 | -6 | -0.7 | 3 | -4 | -7

From PubChem
